GPR7 antagonist: human neuropeptides B/W receptor 1 antagonism. P48145. GPR7-expressing cells, fluorescence antagonist assay. inhibition, % at 4.4 µM. hit rate 1.1% among 290,000. AID 1861; in the data active = inhibition above about 16%, passing the limit was not always enough;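 note: cells stimulated with the agonist NPW; 0% = agonist with vehicle and 100% = vehicle without agonist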
Target sequence (P48145 whole entry, looked up): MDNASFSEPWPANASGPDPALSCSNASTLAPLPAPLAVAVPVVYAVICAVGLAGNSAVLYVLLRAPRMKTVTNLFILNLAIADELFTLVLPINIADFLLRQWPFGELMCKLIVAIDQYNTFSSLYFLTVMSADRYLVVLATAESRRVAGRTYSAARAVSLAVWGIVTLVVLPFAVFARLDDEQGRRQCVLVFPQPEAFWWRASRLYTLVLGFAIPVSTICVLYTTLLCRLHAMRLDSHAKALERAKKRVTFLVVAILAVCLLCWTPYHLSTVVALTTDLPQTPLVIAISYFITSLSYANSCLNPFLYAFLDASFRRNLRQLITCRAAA
VIM-2 inhibitor: inhibitors of Pseudomonas aeruginosa VIM-2 metallo-beta-lactamase. purified VIM-2, nitrocefin hydrolysis, epi-absorbance fluorescence. inhibition, % at 5.6 µM. hit rate 0.89% among 290,000. AID 1527;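 active = inhibition above the mean of all tested compounds plus 3 SD, cutoff set per screening run, cut at about 7.5% in these data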;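 note: red hydrolysis product quenches plate fluorescence so inhibitors raise well fluorescence; 0% = enzyme with DMSO and 100% = DMSO without enzyme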
M18AAP inhibitor: blocks P. falciparum M18 aspartyl aminopeptidase; recombinant PfM18AAP, H-Glu-NHMec fluorogenic cleavage; inhibition, % at 7.35 µM; hit rate 1.2% among 290,000; AID 1822;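 active = inhibition above the campaign mean inhibition over all tested compounds plus 3 SD, cut at about 28% in these data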;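 note: 0% = plate median of test compound wells and 100% = 2 mM ZnCl2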
IDE inh: inhibitors of human insulin-degrading enzyme in cells. P14735. HEK cells, FAbetaB cleavage, fluorescence polarization. inhibition, % at 5.59 µM. AID 434962. hit rate 0.41% among 320,000;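 active = percent inhibition above the average of all tested compounds plus 3 SD, set per screening campaign, cut at about 16% in these data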;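 note: IDE supplied by intact live HEK cells; FP after avidin binding of uncleaved biotin substrate so inhibition keeps polarization high; 0% = DMSO wells and 100% = 60 µM reference IDE inhibitor Ii1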
NALP1 yeast inh: NALP1 inhibition; inhibition, % at 10 µM; hit rate 0.61% among 280,000; S. cerevisiae NALP1/ASC/caspase-1 growth, X-gal OD620, 72 h; in the data active = inhibition mostly above about 24%, no sharp cut-off; inactive = mostly below about 32%; note: some compounds called inactive have numbers as strong as hits
IMP-1 inhibitor: inhibitors of Pseudomonas aeruginosa IMP-1 metallo-beta-lactamase; purified IMP-1, nitrocefin hydrolysis, epi-absorbance fluorescence; inhibition, % at 5.6 µM; hit rate 0.45% among 290,000;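 active = inhibition above the mean plus 3 SD of all compounds in the same screening run, cut at about 4.5% in these data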;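 note: 0% = IMP-1 with DMSO and 100% = DMSO wells lacking enzyme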
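assay system = purified recombinant IMP-1 metallo-beta-lactamase enzyme | schedule = 15 min preincubation plus 25 min reaction at 25 °C | signal = Epi-absorbance fluorescence, 480 nm excitation, 530 nm emission | read-out basis = percent inhibition from optical density relative to buffer-blank wells | controls = IMP-1 with DMSO as 0%, enzyme-free DMSO as 100%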
IDE cell activ: activators of human insulin-degrading enzyme in cells. HEK cells, FAbeta-B cleavage, fluorescence polarization; 0% vehicle, 100% cell-free pure enzyme wells. P14735. hit rate 0.073% among 340,000. activation, % at 5.96 µM;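 active = activation above the mean of all tested compounds plus 3 SD, set per screening campaign, cut at about 17% in these data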
p-CIP stab down: p/CIP protein destabilization | F442A p/CIP-EGFP cells, EGFP fluorescence, 16 h | decrease of EGFP signal, % at 10 µM | hit rate 0.01% among 290,000;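 active = EGFP signal decrease of at least 30% at 10 µM or well 3 SD below plate mean, unless failing retest; inactive = the rest, including hits failing retest or dose response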; note: some compounds called inactive have numbers as strong as hits; many of its hits are not listed in these tables
PHOSPHO1 inh: blocks human PHOSPHO1 phosphatase activity; recombinant PHOSPHO1, absorbance phosphatase assay; inhibition, % at 13.3 µM; AID 1565; Q8TCT1; hit rate 1.1% among 290,000; in the data active = inhibition above about 60%
Target sequence (Q8TCT1 whole entry, looked up): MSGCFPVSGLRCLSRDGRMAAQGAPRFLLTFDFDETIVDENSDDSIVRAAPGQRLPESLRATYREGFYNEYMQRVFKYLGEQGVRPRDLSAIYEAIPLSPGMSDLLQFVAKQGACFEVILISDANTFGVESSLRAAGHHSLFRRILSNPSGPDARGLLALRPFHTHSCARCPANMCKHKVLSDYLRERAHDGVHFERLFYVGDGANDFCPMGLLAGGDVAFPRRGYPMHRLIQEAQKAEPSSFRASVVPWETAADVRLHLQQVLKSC
Numbers without * were called inactive; nt = not tested or not shown.

GPR7 antagonist,VIM-2 inhibitor,M18AAP inhibitor,IDE inh,NALP1 yeast inh,IMP-1 inhibitor,IDE cell activ,p-CIP stab down,PHOSPHO1 inh,compound
0,-6.0,-12,-1,12,-4.4,-1,10,-1,CCC(C)(C)n1nnnc1C(c1cccc(C#N)c1)N1CCN(c2cccc(C)c2C)CC1 (centres undefined)
4,0.8,3,-1,22,-0.8,-2,0,47,COc1ccc(Br)cc1CN1CCN(C(=O)c2ccco2)CC1
-1,7.5,-2,1,20,-4.7,9,-16,-9,Cc1ccc(Nc2cc(C)nc3nc(C)nn23)cc1
-7,-2.5,-6,8,23,-1.6,3,-4,-12,CC(C)CNC(=O)CC(=O)NN=C1CCCC1
-6,-1.4,-9,2,nt,-2.7,-1,-12,27,CC1CC(=O)Nc2cc([N+](=O)[O-])ccc2N1 (centres undefined)
-20,-0.7,3,6,nt,-1.6,nt,5,-21,Cc1cc(C)c2cc(C(=O)Nc3ccc4c(c3)OCO4)[nH]c2c1
0,-3.6,3,1,-4,-3.9,3,9,2,COc1ccccc1CNC(=O)CCn1c(=O)[nH]c2ccsc2c1=O
-8,-3.7,2,4,-16,-2.5,1,-10,-29,CC1CCCC(C)N1C(=O)Cn1cnc2cc([N+](=O)[O-])ccc2c1=O (centres undefined)
0,-1.1,0,2,4,-0.7,-2,10,4,CC(Nc1ccc2c(c1)OCCO2)C(=O)Nc1ccc2c(c1)OCO2 (centres undefined)
-2,-0.3,-1,1,-2,-1.4,-12,-5,-15,O=C(CCC1CCCN(C(=O)C2=CCCC2)C1)N1CCN(c2ccccn2)CC1 (centres undefined)
-12,-2.6,-1,-1,50,-0.7,5,-8,-10,O=S(=O)(Nc1ccc(-n2cccc2)cc1)c1ccc(Cl)cc1Cl
-7,-2.3,-3,2,23,-1.8,-2,-9,37,Cn1nnnc1SCC(=O)Nc1ccc(Cl)c(S(=O)(=O)N2CCOCC2)c1
-8,-3.3,-18,nt,3,-1.9,nt,4,37,COC(=O)C(CC(=O)c1ccc(Br)cc1)n1ccnc1 (centres undefined)
-11,-1.1,3,1,-7,-3.0,3,-6,35,CCCNC(=S)NC1CC2CCCC(C1)N2Cc1ccc(F)cc1 (centres undefined)
0,-2.2,7,1,24,-5.0,-2,-12,2,COCc1cc(C)n(CC(=O)N/N=C/c2ccc(-c3ccc(Cl)c(C(=O)O)c3)o2)c(=O)c1C#N
-9,-1.9,-14,-2,13,-1.7,-2,-4,33,CCn1c(SCC(=O)NC2CC2)nnc1-c1csc(C)c1
-8,-0.4,-6,3,nt,-1.6,2,-1,-4,CC1Oc2ccccc2OC1(O)c1ccc2ccccc2n1 (centres undefined)
-8,-2.4,-3,1,-4,-3.7,1,-3,-7,CC(C)c1ccc(NC(=O)CN(Cc2ccccc2)S(C)(=O)=O)cc1
-8,-1.0,-21,-2,22,-0.8,0,6,32,O=C1C2C3c4ccccc4C(c4ccccc43)[C@@H]2C(=O)N1c1ccccn1 (some centres undefined)
-12,0.2,3,-2,-1,-2.2,2,-1,19,CCc1nnc(NC(=O)C2CC(=O)N(CCc3ccc(F)cc3)C2)s1 (centres undefined)
-11,-2.3,4,2,-8,-3.4,1,-8,4,Cc1ccc(C)c(CN2C(=O)COc3ccc(C(=O)c4ccccc4C(=O)O)cc32)c1
-8,-3.4,6,11,8,-3.3,-1,-7,-16,CC1CCc2nc(NC(=O)Nc3ccc4c(c3)OCO4)sc2C1 (centres undefined)
-8,-1.2,2,1,13,-4.0,4,-24,-10,CC1=NN(c2ccccc2)C(=O)/C1=C/c1c(O)n(-c2ccc(F)cc2)[nH]c1=O
-4,-0.8,5,1,1,-2.8,2,-6,22,COc1ccc(CN(C)S(=O)(=O)c2nnc(NC(=O)c3ccccc3Br)s2)cc1
12,-3.1,-9,4,-6,-1.9,3,-4,11,C=CCS/C(=N\n1cnc2ccccc2c1=O)N(CC)CC
-14,-1.0,13,1,nt,-3.3,nt,-12,0,Cc1nc(C)c(/C(O)=C\c2nc3ccc([N+](=O)[O-])cc3oc2=O)o1
-6,0.8,-5,2,8,0.2,1,-6,16,O=C(Nc1ccc(F)cc1F)N1CCCCCC1
-3,-2.7,1,nt,21,-2.2,nt,0,-18,COc1ccc(-c2ccc(-c3nnc(-c4ccncc4)o3)cc2)cc1
-1,-1.3,-2,1,2,-3.9,1,-7,-17,O=C(Nc1cccnc1)Nc1ccc(F)c(Cl)c1
-10,-1.8,2,1,nt,-1.7,-6,-10,42,O=C(COc1ccccc1)N1CCN=C1SCc1ccccc1F
-16,2.4,6,5,0,-4.2,0,-2,18,C=CCOc1nc(-c2ccncc2)nc2ccccc12
6,-7.2,3,1,37*,-4.0,-8,-16,28,CCOc1ccc(N2C(=O)CC(Sc3n[nH]c(-c4ccccc4)n3)C2=O)cc1 (centres undefined)
1,-0.4,5,13,5,-2.0,-3,-10,22,N=C1/C(=C\c2ccc(Br)o2)C(=O)N=C2SC(CC(=O)N3CCCCC3)=NN12
5,-1.3,-5,-4,-4,-3.3,4,-12,-11,O=C(CN1C(=O)COc2ccccc21)c1cccc(Cl)c1
2,-1.7,2,1,24,-3.5,-2,2,3,COc1ccc(N(C(=O)c2ccc(F)cc2)C2=CC3CCC(C2)N3C)cc1 (centres undefined)
-17,-5.8,-10,-2,-5,-3.0,0,-7,26,C/C(=N\NC(=O)c1cc(C)oc1C)c1ccc2c(c1)OCO2
-12,-0.2,-8,3,-3,-1.5,0,-5,30,CCOCCCN1CC(C(=O)NCc2ccc3c(c2)OCO3)CC1=O (centres undefined)
nt,nt,nt,2,nt,nt,2,4,35,CCC(C)Oc1cc(-c2ccnc(Nc3cccc(Cl)c3)n2)ccn1 (centres undefined)
-17,0.2,-9,2,6,-1.3,3,-15,-1,Cc1ccc(-n2nc(C)c3c(-c4cccs4)c(C#N)c(N)nc32)cc1
4,0.4,-2,-6,-1,0.1,-5,-1,-4,COc1ccccc1CNC(=O)C1CCCN(S(=O)(=O)c2c(C)[nH]c(=O)[nH]c2=O)C1 (centres undefined)
-7,-1.8,9,-1,16,-1.5,-2,-12,-7,COc1cc(NC2=Nc3cccc4cccc2c34)cc(OC)c1OC
nt,nt,nt,-1,5,nt,1,-11,40,C[C@@H]1CC=C[C@H]2[C@H]1C(=O)N(Cc1ccccc1)[C@H]2c1ccc2ccccc2c1
4,-1.0,-2,-3,13,-3.8,2,-12,24,CN(C)S(=O)(=O)c1ccc(C(=O)NCC(=O)Nc2ccc(F)c(F)c2)cc1
-18,-5.5,3,-8,7,-1.2,3,-16,31,Cn1nnnc1SCC(=O)c1ccco1
-7,-1.5,-3,2,-8,-3.0,3,-6,22,C#CCNC(=O)C1=C[C@H](c2ccc(C(F)(F)F)cc2)[C@@H](CCCO)[C@H](OCC)O1
12,-4.9,-3,-4,-7,-3.5,4,-7,-12,CCn1c(SCC#N)nc2c(c1=O)C1(CCCC1)Cc1ccccc1-2
0,-1.3,-12,7,-3,-1.4,4,0,-37,Cc1noc(C)c1COC(=O)CCCc1nc2ccccc2s1
-4,4.5,65*,1,-8,-1.2,5,6,24,O=C(CSc1nc2ccccc2c(=O)[nH]1)c1ccc(O)c(O)c1
3,-1.9,3,-2,-12,-2.7,2,-17,-1,CCOC(=O)c1ccc(NC(=O)C2C3C=CC(C3)C2C(=O)O)cc1 (centres undefined)
-6,-1.8,10,3,0,-0.1,4,2,-50,CC1=C(C(=O)Nc2ccccc2)C(c2ccccn2)n2ncnc2N1 (centres undefined)
-6,0.9,5,-4,4,-3.3,-1,1,26,CC(C)CNS(=O)(=O)c1ccc(C(=O)Nc2ccc3c(c2)OCCO3)cc1
-2,-0.3,-8,5,34,-2.2,-3,-1,6,CNC(=O)COC(=O)c1ccc([N+](=O)[O-])cc1Cl
-2,-3.3,-7,6,-10,-2.6,7,-12,44,CN(c1c(C#N)c(C(F)(F)F)nn1C)N(S(C)(=O)=O)S(C)(=O)=O
-7,-2.3,0,3,34,-2.4,4,-4,28,CCc1cc2c(=O)c(-c3nc4ccccc4n3C)c(C)oc2c(CN2CCCCC2)c1O
-3,-1.6,1,3,20,-1.8,-4,-6,-11,CC(=O)N[C@@H](CS)C(=O)O
4,-4.2,2,4,2,-2.0,-1,-9,21,Cc1ccc2nc(-c3cccnc3)cc(C(=O)N3CCN(c4ccc([N+](=O)[O-])cc4)CC3)c2c1
-5,2.6,3,nt,27,-1.4,-2,8,-14,O=C(CS(=O)(=O)Cc1ccccc1)N1CCc2ccccc2C1
-23,-1.2,0,-7,12,-3.0,-2,-10,3,CCOC(=O)c1c(-c2ccccc2)oc2ccc(O)cc12
-10,0.8,1,3,6,0.0,5,0,26,Cc1ccc(C)c(N2CCN(C(=O)COc3cc(=O)n(C)c4ccccc34)CC2)c1
-5,-0.8,-2,4,-10,-1.1,1,16,-21,COc1ccc(OC)c(/C=N/NC(=O)C(O)c2ccccc2)c1 (centres undefined)

Further records follow:
GPR7 antagonist,VIM-2 inhibitor,M18AAP inhibitor,IDE inh,NALP1 yeast inh,IMP-1 inhibitor,IDE cell activ,p-CIP stab down,PHOSPHO1 inh,compound
3,-1.4,-16,-4,9,0.7,-4,-10,-2,CC(=O)NC1C(=O)N(CCc2ccccc2)c2ccccc21 (centres undefined)
44*,-2.2,1,-2,11,0.2,-4,-16,-2,CCOC(=O)C1CCN(S(=O)(=O)c2c(Cl)ccc3nonc23)CC1
18*,-1.0,3,3,-3,-1.8,-6,-20,-18,CC(C)Cn1c(N)c(C(=O)COC(=O)c2cc(F)cc(F)c2)c(=O)n(C)c1=O
-15,-2.1,1,-4,10,-1.5,-3,-4,1,COCCOC(=O)c1c(C)oc2ccc(OCc3cc(C(=O)OC)oc3C)cc12
-13,-0.6,-4,-3,nt,-2.9,2,-3,9,CCOC(=O)CN1C(=O)CN(c2ccc(C)c(C)c2)C1=O
-1,-2.9,-8,-4,9,-2.0,6,-9,20,COc1ccc(C(=O)NNC(=O)C23CC4CC(CC(C4)C2)C3)c(OC)c1
-22,-2.9,9,6,4,-1.2,-2,-11,20,Cc1ccc(N2C(=O)C(F)(F)C2c2ccccc2)cc1 (centres undefined)
-13,-1.6,-2,-1,-9,-0.7,-6,-8,29,COc1ccc2[nH]c(=O)c(CN(C(=O)c3cccnc3)c3cccc(C)c3)cc2c1
-5,-0.8,8,3,8,-2.9,0,-3,40,O=C(Nc1cccc2ccccc12)c1ccccc1
6,-1.6,42*,11,11,-3.4,-4,13,-3,O=C(CNc1ccc(Oc2ccccc2)cc1)N1CCOCC1
-5,-2.5,-4,-1,-8,-3.9,3,-2,-11,Cc1nc2c(-c3ccc(F)cc3)c(C)nn2c(C)c1CCC(=O)NCCN1CCOCC1

Record cards, as listed above. Order of screens: GPR7 antagonist	VIM-2 inhibitor	M18AAP inhibitor	IDE inh	NALP1 yeast inh	IMP-1 inhibitor	IDE cell activ	p-CIP stab down	PHOSPHO1 inh
Results for O=C(Nc1cccc2ccccc12)c1ccccc1 : -5	-0.8	8	3	8	-2.9	0	-3	40
Results for COc1ccc2[nH]c(=O)c(CN(C(=O)c3cccnc3)c3cccc(C)c3)cc2c1 : -13	-1.6	-2	-1	-9	-0.7	-6	-8	29
Results for COCCOC(=O)c1c(C)oc2ccc(OCc3cc(C(=O)OC)oc3C)cc12 : -15	-2.1	1	-4	10	-1.5	-3	-4	1
Results for COc1ccc(C(=O)NNC(=O)C23CC4CC(CC(C4)C2)C3)c(OC)c1 : -1	-2.9	-8	-4	9	-2.0	6	-9	20
